# Compound activity (PubChem BioAssay)
# Shn3 3UTR inh: reduction of Shn3 3'UTR firefly luciferase signal, primary screen, Schnurri-3 inhibitor project, cell-based, Clone20 osteoblasts, set 2. Clone20 osteoblast Shn3 3'UTR firefly luciferase, 24 h. inhibition, % at 12.5 µM. hit rate 0.52% among 360,000. AID 588674, 2011;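 active means mean inhibition of at least 75% with every replicate also reaching 75%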;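 further: 0% = median of neutral control wells and 100% = pilot-screen positive control compound; some compounds past the cut are filed as inactive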
# PDI inh: inhibitors of human PDI, primary screen, biochemical, turbidity, single point, plate reader. Protein disulfide-isomerase (Homo sapiens), P07237. PDI insulin aggregation turbidity, A650, 90 min. inhibition, % at 10 µM. hit rate 0.052% among 350,000. AID 588391, 2011;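 active means mean inhibition across replicates of 30% or more, whatever share of single replicates reach that level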;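 further: absorbance from insulin aggregation driven by PDI reduction with DTT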
# Target sequence (P07237 whole entry, looked up): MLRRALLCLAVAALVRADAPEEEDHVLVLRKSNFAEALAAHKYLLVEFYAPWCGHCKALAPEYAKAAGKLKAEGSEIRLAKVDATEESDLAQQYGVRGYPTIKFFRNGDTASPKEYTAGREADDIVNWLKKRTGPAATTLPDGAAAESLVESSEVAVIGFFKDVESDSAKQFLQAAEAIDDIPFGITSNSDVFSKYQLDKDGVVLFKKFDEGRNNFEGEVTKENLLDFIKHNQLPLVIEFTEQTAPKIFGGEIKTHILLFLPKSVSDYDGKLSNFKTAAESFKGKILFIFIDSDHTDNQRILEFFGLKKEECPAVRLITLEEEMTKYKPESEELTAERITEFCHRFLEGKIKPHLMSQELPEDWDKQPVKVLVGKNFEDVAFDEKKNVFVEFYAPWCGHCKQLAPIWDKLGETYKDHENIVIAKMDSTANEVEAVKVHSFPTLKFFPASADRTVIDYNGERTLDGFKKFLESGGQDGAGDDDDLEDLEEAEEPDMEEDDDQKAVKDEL
# KKLEB cytotox: cytotoxicity in KKLEB CF airway cells, primary screen, cytotoxicity control for CF NF-kB inhibitor project, cell-based, uHTS, fluorescence assay plates | KKLEB CF airway cells viability, ATPlite luminescence, overnight; stronger effect = lower value; cells stimulated with P. aeruginosa culture filtrate | activity change (cytotoxicity), % at 5 µM | hit rate 0.36% among 360,000;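 active means corrected activity change at or below -50% at 5 µM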
# NR2E3 ag-1: NR2E3 agonists in two-hybrid cells, primary screen, cell-based, luminescence, CHO-S, Gal4-NCOR/VP16-NR2E3; hit rate 0.35% among 360,000; inhibition of corepressor binding, % at 3.98 µM; Photoreceptor-specific nuclear receptor (Homo sapiens), Q9Y5X4; luciferase; AID 602229, 2012;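 active means inhibition above the mean of all tested compounds plus 3 SD, cut at about 70% in these data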;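 further: 0% = DMSO with NR2E3 transfected cells and 100% = cells lacking NR2E3 construct; higher means lower luciferase signal from less NR2E3 corepressor binding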
# Vif inh: HIV Vif self-association inhibitors, primary screen, imaging, HEK293T, single point. inhibition, % at 7.49 µM. HEK293T cells, Vif self-association by quenched fluorescence, 24 h. hit rate 0.35% among 340,000; in the data active means inhibition above about 50%, passing the limit was not always enough; further: some results filed as inactive read as strong as hits
# Peg3 prom inh: Peg3 promoter-driven luciferase inhibitors, primary screen, cell-based, HeLa, luciferase luminescence; HeLa PEG-Prom luciferase reporter, overnight; hit rate 1.7% among 360,000; inhibition, % at 20 µM; AID 588405, 2011;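 active means inhibition of at least 50% at 20 µM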
# CaV13 ICDI inh: Primary screen for inhibitors of IQ motif and Ca2+-dependent inactivation inhibitor domain binding in CACNA1D, Förster resonance energy transfer in living cells, …. HEK cells, CFP/YFP FRET ICDI-IQ, plate reader, 10 min; percent FRET-ratio fall versus neutral wells. AID 743397. inhibition, % at 12.3 µM. hit rate 0.098% among 340,000;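 active means mean replicate inhibition of at least 30% and at least 1% of replicates passing that level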;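 further: 0% = median of the neutral control wells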
# CF NFkB block: inhibitors of PAF-induced NF-kB signaling, primary screen, cell-based, GFP fluorescence, uHTS; KKLEB NF-kB-GFP reporter, GFP fluorescence overnight; hit rate 0.86% among 360,000; inhibition, % at 5 µM; AID 588850, 2011;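 active means at least 50% inhibition at 5 µM, scaled per plate between neutral and stimulator controls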;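 further: PAF is a Pseudomonas aeruginosa culture filtrate used as stimulus; plate controls were PAF-stimulated DMSO wells for no effect and unstimulated DMSO wells for full effect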
# HIF-2a block: HIF-2a reporter inhibitors, primary screen, luminescence, 786-0 RCC cells; inhibition, % at 18.8 µM; hit rate 0.72% among 360,000; 786-0 RCC cells HIF-2a reporter, luciferase luminescence, overnight; AID 624352, 2012;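 active means inhibition of the luminescence signal of 40% or more relative to plate controls, in a single-dose primary screen at 18.75 µM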
# NR2E3 ag-2: inhibitors of NR2E3-RetCOR corepressor binding, primary screen, NR2E3 agonist project, biochemical, TR-FRET, GST-NR2E3, biotin-RetCOR. 1536-well. inhibition of corepressor binding, % at 4.78 µM. hit rate 0.12% among 320,000. AID 2300, 2010;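 active means percent inhibition above the cutoff of mean plus 3 SD of all tested compounds, set per screening campaign, cut at about 20% in these data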;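 further: 0% = DMSO wells and 100% = biotin wells as full block of FRET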
#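 Format: 1536-well format; test system: GST-NR2E3 and biotin-RetCOR proteins; read-out basis: percent inhibition of TR-FRET ratio; timing: 5 h incubation at 4 °C; detection: time-resolved FRET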
# TRPM1 prom inh: inhibitors of MITF-dependent TRPM1 promoter reporter, primary screen, cell-based, SK-MEL-5, single point, luciferase. inhibition, % at 12.5 µM. hit rate 0.83% among 330,000. SK-MEL-5 TRPM1 promoter luciferase, 24 h. AID 488899, 2010;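 active means mean inhibition across replicates of 60% or more, whatever share of single replicates reaches that level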; further: values of inactives mirror those of a sister screen read the other way
# Active calls of the source: *; . = no result given. Compounds as they come. About 3.3% of those tested had a hit in this group.
SMILES,Shn3 3UTR inh,PDI inh,KKLEB cytotox,NR2E3 ag-1,Vif inh,Peg3 prom inh,CaV13 ICDI inh,CF NFkB block,HIF-2a block,NR2E3 ag-2,TRPM1 prom inh
Nc1c(C(=O)OCC2CCCO2)c2nc3ccccc3nc2n1C1CCCC1 (configuration not stated),32,1,-15,-3,-2,23,-6,-10,-8,4,3
COc1ccccc1NC(=O)N(CCN1CCCC1)Cc1cc2cc(C)ccc2[nH]c1=O,18,-12,5,-5,1,-6,-5,-1,-17,4,8
Cc1ccc(C)c(NC(=O)C(C)N2C(=O)c3ccccc3C2=O)c1 (configuration not stated),-9,15,1,-5,2,-1,-1,-9,14,0,4
O=C(CSc1nnc(-c2ccco2)o1)NC(=O)C1COc2ccccc2O1 (configuration not stated),-2,-5,13,-14,8,12,.,11,3,-1,-1
O=C(CC1(O)C(=O)Nc2ccccc21)c1cccnc1 (configuration not stated),2,-3,6,5,15,12,.,8,13,2,7
NS(=O)(=O)c1ccc(CNC(=O)CNC(=O)c2ccc(F)cc2)cc1,0,-2,-4,-3,-4,8,-13,17,24,-4,1
CNC(=S)NNS(=O)(=O)c1ccc(OC)cc1OC,-16,6,-4,-8,-18,-3,-11,2,11,3,7
NC(=O)c1ccc(NC(=O)COC(=O)C(Cc2ccccc2)NC(=O)c2ccccc2)cc1 (configuration not stated),0,-4,10,23,-11,-2,-3,-11,7,-1,-3
S=C(Nc1ccc2nsnc2c1)N1CCCC1,-16,-3,-4,-95,-3,-239,-6,15,-197,-3,-49
COc1ccc(-c2cc3nc(NCCOc4ccccc4)ccn3n2)cc1,-1,8,-31,1,.,-70,-5,21,-152,.,.
COC(=O)c1ccc(COc2ccc3c4c(c(=O)oc3c2)CCC4)o1,6,7,7,-55,-5,-128,-4,-24,-48,1,-14
COc1ccc(N(CC(=O)NCc2ccccc2C)S(=O)(=O)c2ccc(C)cc2)cc1OC,-4,2,-3,-6,3,23,-3,-2,14,3,13

# As a short view, nine of the compounds above:
SMILES,Shn3 3UTR inh,PDI inh,KKLEB cytotox,NR2E3 ag-1,Vif inh,Peg3 prom inh,CaV13 ICDI inh,CF NFkB block,HIF-2a block,NR2E3 ag-2,TRPM1 prom inh
Nc1c(C(=O)OCC2CCCO2)c2nc3ccccc3nc2n1C1CCCC1 (configuration not stated),32,1,-15,-3,-2,23,-6,-10,-8,4,3
COc1ccccc1NC(=O)N(CCN1CCCC1)Cc1cc2cc(C)ccc2[nH]c1=O,18,-12,5,-5,1,-6,-5,-1,-17,4,8
Cc1ccc(C)c(NC(=O)C(C)N2C(=O)c3ccccc3C2=O)c1 (configuration not stated),-9,15,1,-5,2,-1,-1,-9,14,0,4
O=C(CSc1nnc(-c2ccco2)o1)NC(=O)C1COc2ccccc2O1 (configuration not stated),-2,-5,13,-14,8,12,.,11,3,-1,-1
O=C(CC1(O)C(=O)Nc2ccccc21)c1cccnc1 (configuration not stated),2,-3,6,5,15,12,.,8,13,2,7
NS(=O)(=O)c1ccc(CNC(=O)CNC(=O)c2ccc(F)cc2)cc1,0,-2,-4,-3,-4,8,-13,17,24,-4,1
CNC(=S)NNS(=O)(=O)c1ccc(OC)cc1OC,-16,6,-4,-8,-18,-3,-11,2,11,3,7
NC(=O)c1ccc(NC(=O)COC(=O)C(Cc2ccccc2)NC(=O)c2ccccc2)cc1 (configuration not stated),0,-4,10,23,-11,-2,-3,-11,7,-1,-3
S=C(Nc1ccc2nsnc2c1)N1CCCC1,-16,-3,-4,-95,-3,-239,-6,15,-197,-3,-49

# Further compounds.
SMILES,Shn3 3UTR inh,PDI inh,KKLEB cytotox,NR2E3 ag-1,Vif inh,Peg3 prom inh,CaV13 ICDI inh,CF NFkB block,HIF-2a block,NR2E3 ag-2,TRPM1 prom inh
O=C1NC2(CCCCC2)C(=O)N1c1ccccc1,-5,-10,9,-11,3,10,-4,-3,12,5,4
COc1ccc(/C=C2\CCn3c2nc2cc(C(=O)O)ccc2c3=O)cc1OC,-1,0,7,-35,1,-5,-3,-5,4,0,-12
CN(C)S(=O)(=O)c1cccc(-c2cn3ccccc3n2)c1,-25,18,5,17,-16,-41,.,0,-74,0,-20
Cc1ccc(CCNC(=O)c2ccc3nc4ccccc4c(=O)n3c2)cc1,15,-3,3,-22,-10,-24,-18,-14,-61,2,-16
O=C(N/N=C/c1cccc(NC(=O)c2ccc(Cl)cc2)c1)c1ccc(O)cc1,-47,0,5,-87,-4,-148,-4,8,-105,-4,-58
CC(C)c1ccc2[nH]c(O)c(N=NC(=O)c3cccc(S(=O)(=O)N4CCCCC4)c3)c2c1,20,-6,-19,-9,-19,48,-12,29,0,0,22
O=C(Nc1ccccc1Cl)O/N=C(/c1ccccc1)c1ccccn1,8,4,0,-3,3,-4,.,2,-1,4,-8
CN1CCN(C2=NC(=O)/C(=C/c3ccccc3OS(=O)(=O)c3ccccc3)S2)CC1,-1,16,5,-8,-4,14,1,7,8,0,4
